# Assay outcomes deposited in PubChem BioAssay by The Scripps Research Institute Molecular Screening Center.
# FBW7 activator: FBW7 E3 ligase activators, primary screen, biochemical, AlphaScreen, human; AID 1259310, 2017; hit rate 0.13% among 650,000; AlphaScreen FBW7–phospho-cyclin E peptide binding, activator screen; normalized activity (activation), % at 26.1 µM; F-box/WD repeat-containing protein 7 (Homo sapiens), Q969H0; in the data active means normalized activity above about 1.9%;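 further: purified mutant Fbw7 with reduced substrate affinity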
# Target sequence (Q969H0 whole entry, looked up): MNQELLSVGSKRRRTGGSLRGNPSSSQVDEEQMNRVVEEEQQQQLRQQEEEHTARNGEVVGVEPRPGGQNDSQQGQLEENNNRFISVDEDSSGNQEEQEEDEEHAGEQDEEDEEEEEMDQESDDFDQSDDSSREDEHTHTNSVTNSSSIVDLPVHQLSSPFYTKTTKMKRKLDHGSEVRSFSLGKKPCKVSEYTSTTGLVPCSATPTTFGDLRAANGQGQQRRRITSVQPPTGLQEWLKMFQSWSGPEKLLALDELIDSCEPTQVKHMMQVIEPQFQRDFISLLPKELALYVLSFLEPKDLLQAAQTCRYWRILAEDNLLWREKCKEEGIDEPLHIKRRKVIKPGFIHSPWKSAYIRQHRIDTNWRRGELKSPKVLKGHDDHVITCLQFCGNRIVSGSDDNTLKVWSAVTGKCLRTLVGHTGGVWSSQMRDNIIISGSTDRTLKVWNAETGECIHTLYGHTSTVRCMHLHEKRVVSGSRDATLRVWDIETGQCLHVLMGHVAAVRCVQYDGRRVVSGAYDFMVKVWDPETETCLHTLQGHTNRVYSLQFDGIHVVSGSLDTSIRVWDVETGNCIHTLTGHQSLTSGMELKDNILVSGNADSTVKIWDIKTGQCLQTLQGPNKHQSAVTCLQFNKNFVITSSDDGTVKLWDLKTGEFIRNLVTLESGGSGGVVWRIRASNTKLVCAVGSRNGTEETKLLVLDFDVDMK
# TEAD-YAP block: TEAD-YAP interaction inhibition, primary screen, TEAD-YAP interaction inhibitor project, luminescence, HEK-TIYL cells | TEAD-Gal4/YAP UAS-luciferase luminescence | inhibition, % at 9.12 µM | hit rate 1.4% among 640,000 | AID 1259422, 2018; in the data active means inhibition above about 32%;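 further: 0% = median of test compound wells and 100% = reference inhibitor wells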
# GPR151 activ: activators of human GPR151, primary screen, cell-based, PathHunter beta-arrestin, luminescence. hit rate 1% among 650,000. PathHunter beta-arrestin GPR151 cells. AID 1508602, 2020. G-protein coupled receptor 151 (Homo sapiens), Q8TDV0. activation, % at 11.2 µM; in the data active means activation above about 4.9%;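 further: 0% = median of compound wells and 100% = cells with positive control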
# Target sequence (Q8TDV0 whole entry, looked up): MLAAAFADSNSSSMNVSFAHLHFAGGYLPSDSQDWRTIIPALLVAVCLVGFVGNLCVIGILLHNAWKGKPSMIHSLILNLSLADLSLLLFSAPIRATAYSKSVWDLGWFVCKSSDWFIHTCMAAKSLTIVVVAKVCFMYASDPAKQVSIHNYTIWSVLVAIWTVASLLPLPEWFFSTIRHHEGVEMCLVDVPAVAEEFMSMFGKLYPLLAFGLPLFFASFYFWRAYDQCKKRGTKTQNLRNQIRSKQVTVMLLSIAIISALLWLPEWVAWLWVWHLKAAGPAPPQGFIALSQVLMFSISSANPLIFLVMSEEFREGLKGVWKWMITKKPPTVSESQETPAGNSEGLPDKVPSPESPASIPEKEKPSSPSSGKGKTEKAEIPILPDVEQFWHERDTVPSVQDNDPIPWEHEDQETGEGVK
# MITF primary: MITF inhibitors, primary screen, biochemical, AlphaScreen, human. Microphthalmia-associated transcription factor (Homo sapiens), O75030. AlphaScreen MITF homodimerization, bead proximity signal. inhibition, % at 2.6 µM. hit rate 0.91% among 650,000. AID 1259374, 2018; in the data active means inhibition above about 50%;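 further: 0% = vehicle wells with protein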
# The depositor's hits bear a star.
# Each structure is followed by: FBW7 activator	TEAD-YAP block	GPR151 activ	MITF primary
COc1ccc(CCNC(=O)COc2ccc(C)cc2C)cc1
 : 0.1	-4	0.6	3
CCOc1ccc(NSc2ccccc2[N+](=O)[O-])cc1
 : 0.0	5	-1.3	22
CCc1cccc(C)c1NC(=S)N1CCCCC1c1cccnc1 (centres undefined)
 : -0.1	4	-0.6	11
CC(C)CN(CCNC(=O)CCN1N=C(c2ccccc2)CCC1=O)CC(C)C
 : 0.1	5	-0.9	8
COc1cccc(C2C(C#N)=C(N)N(c3ncn[nH]3)C3=C2C(=O)CCC3)c1 (centres undefined)
 : 0.2	-4	0.7	9
CC(=O)c1ccc(OC(=O)c2nn(C)c(=O)c3ccccc23)cc1
 : 0.1	5	0.1	2
O=C(CCc1nnc(Cc2c[nH]c3ccccc23)o1)NCC1(c2ccccc2)CCOCC1
 : 0.1	-5	-1.6	-4
CCOC(=O)C1(CCOc2ccccc2)CCN(C2CCSCC2)CC1
 : 0.1	-15	-0.6	8
CC(NC(=O)C1CC(Cc2cccc(F)c2)=NO1)c1ccccc1Cl (centres undefined)
 : 0.1	-55	0.1	5
CCN(CC)C(=O)N1CCN(S(=O)(=O)c2cccc([N+](=O)[O-])c2)CC1
 : -0.1	1	1.3	2
COc1cc(S(=O)(=O)NCc2cccnc2)ccc1Cl
 : -0.1	8	-0.6	1
COCCn1c(=O)c(=O)n(C)c2cc(C(F)(F)F)ccc21
 : -0.1	0	0.3	4
COc1ccc(C2C3=C(CCCC3=O)Nc3nc4ccccc4n32)c(OC)c1OC (centres undefined)
 : -0.1	1	0.3	-8
CC(C)CNS(=O)(=O)c1ccc(NC(N)=O)cc1
 : 0.2	-6	-0.9	-1
Cc1ccccc1-n1c(-c2ccc(C(C)(C)C)cc2)n[nH]c1=S
 : 0.0	2	-0.7	5
CCOc1ccc(C2/C(=C(/O)c3ccc(OC)cc3)C(=O)C(=O)N2Cc2cccnc2)cc1OC (centres undefined)
 : 0.1	1	0.2	-14
O=C(COCC(=O)N1CCN(c2ccccc2)CC1)N1CCN(c2ccccc2)CC1
 : -0.1	-8	-0.9	22
CC(=O)C1=C(O)C(=O)N(c2ccccn2)C1c1cccc([N+](=O)[O-])c1 (centres undefined)
 : 0.1	5	2.4	5
CC(C)(C)c1ccc(C(=O)NCC(=O)OCC(=O)Nc2ccccc2[N+](=O)[O-])cc1
 : 0.3	-6	-0.7	18
COc1ccc(C2=N/C(=C/c3ccc(F)cc3)C(=O)O2)cc1OC
 : -0.1	-5	-1.7	10
CS(=O)(=O)Nc1nc2ccccc2s1
 : -0.1	-1	0.8	-7
COc1cc(OC)cc(C(=O)Nc2ccc(S(=O)(=O)Nc3cc(OC)nc(OC)n3)cc2)c1
 : 0.0	2	0.1	7
COc1ccc(/C=C/C(=O)N(CC(C)C)C2CCS(=O)(=O)C2)cc1 (centres undefined)
 : 0.8	5	-1.4	5
Cc1cccc(C(=O)N2CCN3C(=O)[C@H]4CCCN4C(=O)[C@H]3C2)c1
 : -0.1	2	-0.2	9
Cc1ccccc1-c1ccc(N2CCN(C(=O)c3cccs3)CC2)nn1
 : 0.0	-20	0.1	-18
O=C(/C=C/c1ccccc1)Nc1cc(C(=O)N2CCc3ccccc3C2)ccc1N1CC2CC(C1)c1cccc(=O)n1C2 (centres undefined)
 : 0.0	0	-0.8	-2
CCOc1cccc(/C=C2\Sc3ccccc3C2=O)c1O
 : 0.1	-17	-0.5	27
CCC(CC)C(=O)Nc1cc([N+](=O)[O-])ccc1OC
 : 0.1	-5	-1.4	1
CCOc1ccccc1NC(=O)Cn1ccn(-c2cccc(Cl)c2)c(=O)c1=O
 : 0.0	6	0.0	1
CCc1ccc(NC(=O)NCc2noc3ccccc23)cc1
 : 0.1	-27	2.5	2

# Next part; it opens with the 7 that closed the last part.
# Each structure is followed by: FBW7 activator	TEAD-YAP block	GPR151 activ	MITF primary
Cc1cccc(C(=O)N2CCN3C(=O)[C@H]4CCCN4C(=O)[C@H]3C2)c1
 : -0.1	2	-0.2	9
Cc1ccccc1-c1ccc(N2CCN(C(=O)c3cccs3)CC2)nn1
 : 0.0	-20	0.1	-18
O=C(/C=C/c1ccccc1)Nc1cc(C(=O)N2CCc3ccccc3C2)ccc1N1CC2CC(C1)c1cccc(=O)n1C2 (centres undefined)
 : 0.0	0	-0.8	-2
CCOc1cccc(/C=C2\Sc3ccccc3C2=O)c1O
 : 0.1	-17	-0.5	27
CCC(CC)C(=O)Nc1cc([N+](=O)[O-])ccc1OC
 : 0.1	-5	-1.4	1
CCOc1ccccc1NC(=O)Cn1ccn(-c2cccc(Cl)c2)c(=O)c1=O
 : 0.0	6	0.0	1
CCc1ccc(NC(=O)NCc2noc3ccccc23)cc1
 : 0.1	-27	2.5	2
CSc1nnc2n(CC(=O)N(C(C)C)C(C)C)c3ccccc3n12
 : 0.0	2	1.8	23
Cc1cccc(-n2cc(-c3ccccc3)c3c(N4CCN(c5ccccc5F)CC4)ncnc32)c1
 : 0.0	-4	0.2	-7
CCOC(=O)C(C(=O)c1ccc([N+](=O)[O-])cc1)C(/C(C#N)=C(\C)N)c1ccco1 (centres undefined)
 : -0.1	-3	-0.9	15
O=C(CN1CCC(O)(c2ccccn2)CC1)Nc1nc2c(s1)CCCC2
 : -0.2	-2	0.2	-3
Cc1csc2ncc(C(=O)NCc3cccc(OC(F)(F)F)c3)c(=O)n12
 : -0.2	2	0.5	2
O=S(=O)(c1ccc(NC(=S)NCCCn2ccnc2)cc1)N1CCOCC1
 : -0.1	-1	1.8	1
Oc1ccccc1C1CC(c2ccc(Cl)cc2)=NC(c2cccc(Br)c2)N1 (centres undefined)
 : -0.1	-31	0.6	1
COc1ccc(CCNC(=O)c2cccc(NCCCN3CCCC3=O)c2)cc1
 : -0.1	5	-0.4	13
CN(C)c1cccc(C(=O)NNC(=S)NC2CCCC2)c1
 : 0.0	-20	-0.5	12
Cc1ccc(S(=O)(=O)OC2CCS(=O)(=O)C2)cc1 (centres undefined)
 : 0.2	-7	-1.0	-5
CC(C)(C)c1ccc(/C=C/c2nc3cc(Cl)ccc3c(=O)n2-c2cccc(F)c2)cc1
 : -0.1	-5	-0.2	-9
Cc1cnc(NC(=O)CN2CCN(c3ccccn3)CC2)s1
 : 0.2	65*	-0.6	11
CC(=O)Nc1ccc(Nc2nc(Nc3ccc(-n4ccnc4)cc3)nc3nc[nH]c23)cc1
 : -0.2	32	-1.4	0
Cc1ccc(C(=O)NCC(=O)OC(C)C(=O)Nc2cc(Cl)cc(Cl)c2)s1 (centres undefined)
 : 0.0	-1	-0.2	0
O=C(NC1CC1)c1cnc(Nc2ccncc2)s1
 : 0.4	-3	0.3	7
COc1ccc(C(=O)N(CCCO)Cc2cc3cc(C)ccc3[nH]c2=O)cc1
 : 0.2	0	1.8	-5
Cc1ccc2nc(Cl)c3cc(C(=O)N4CCN(C)CC4)sc3c2c1
 : -0.2	-4	-0.3	8
CCOc1cc(CO)cc(Br)c1OCc1ccc([N+](=O)[O-])cc1
 : 0.0	9	0.7	8
CCOc1ccccc1C(=O)Nc1c2c(nn1-c1ccc(Cl)cc1)CSC2
 : 0.8	-4	-0.7	19
C[C@H](NC(=O)N[C@H]1C[C@H]2C(=O)N[C@H]([C@H](C)O)C(=O)N2C1)c1ccccc1
 : -0.4	2	4.1	-2
N#CCn1c(C2CCCCC2)nc2ccccc2c1=O
 : 0.1	-4	-1.3	8
CN1CCN(c2nc(N)c([N+](=O)[O-])c(N3CCC(Cc4ccccc4)CC3)n2)CC1
 : -0.2	-6	2.7	2
Cc1ccc(-c2cc(N)n(S(=O)(=O)c3cccc4nsnc34)n2)cc1
 : 0.3	-6	0.4	12
O=[N+]([O-])c1c(NCCCO)cc(NC2CCCCCC2)c2nonc12
 : 0.1	1	0.0	12
CCOC(=O)C1=C(C)N(CC(C)C)C(=O)/C1=C\c1ccc([N+](=O)[O-])cc1
 : 0.5	-21	-0.2	26
COc1cc(/C=C2\C(=O)NC(=O)N(c3c(C)cc(C)cc3C)C2=O)cc(OC)c1O
 : -0.4	2	-0.5	10
Cc1ccc(C2NC(CC(C)C)(C(=O)O)C3C(=O)N(c4ccccc4Cl)C(=O)C23)cc1 (centres undefined)
 : 0.1	2	0.8	9
Cc1ccc(N2C(=O)C3CCC(C)(C2=O)C3(C)C)cc1 (centres undefined)
 : 0.2	-4	0.0	17
COc1cc(C(=O)/C=C/c2ccc(OCC(N)=O)cc2)cc(OC)c1OC
 : 2.0*	-1	0.3	14
CCCCN(CC)CCNS(=O)(=O)c1cccc2cccnc12
 : -0.1	6	-0.4	-15
O=C(NCc1ccco1)c1cnn(-c2ccccc2)c1-n1cccc1
 : -0.3	2	-0.3	-1
Cc1ccc2oc(-c3ccc(NC(=O)CC(C)C)cc3)nc2c1
 : -0.1	-76	-1.0	7
Cc1ccc(C(=O)CCN(C)C)c(F)c1
 : -0.6	-3	0.5	1
CCc1ccc(Nc2cc(C(=O)NCCOC)c3ccccc3n2)cc1
 : 0.8	8	0.3	10
COc1ccc(C2(c3ccccc3)C=Cc3c(ccc4ccccc34)O2)cc1 (centres undefined)
 : -0.1	-1	3.1	-6
CC(C)C(Nc1nc(NC(Cc2ccc(O)cc2)C(=O)O)ccc1[N+](=O)[O-])C(=O)O (centres undefined)
 : -0.1	2	1.4	8
O=C1SC(Nc2ccc(F)cc2)C(=O)N1c1ccc(F)cc1 (centres undefined)
 : 0.7	-30	-0.4	18
Cc1ccccc1Nc1nnc(C(C)(C)C)c(=O)[nH]1
 : 0.2	-3	-0.5	5
Cc1cc(=O)[nH]c(SCC(=O)Nc2ccccc2F)n1
 : 0.4	6	-0.7	9
CNC(=S)N1CCSC1=Nc1ccccc1C
 : 0.0	5	0.1	-4
O=C(NCc1cccc2ccccc12)Nc1ccc(Cl)c(N2CCCS2(=O)=O)c1
 : 0.1	-3	0.5	41
Cc1ccc(N2C(=O)c3cc(N4CCN(c5cccc(C)c5C)CC4)c([N+](=O)[O-])cc3C2=O)cc1
 : -0.1	-3	2.8	0
Cc1cc(NC(=O)Cc2nn(C)c(=O)c3ccccc23)ccc1Br
 : -0.2	5	1.6	-3
Cc1cc(OCc2nnc(SCC(=O)N(C(C)C)C(C)C)o2)ccc1Cl
 : 1.5	3	0.1	14
O=C1N(Cc2ccc(Cl)c(Cl)c2)c2ccccc2C12OCCO2
 : 0.0	8	4.8	-12
O=C(Nc1ccc(N2CCC(NC3CCc4ccccc43)CC2)cc1)c1cnccn1 (centres undefined)
 : -0.2	4	0.1	-7
COCCCN1C(=O)C(=O)/C(=C(\O)c2ccccc2)C1c1ccc(OC)cc1 (centres undefined)
 : 0.0	-3	0.5	-5
O=C(Cn1[nH]c(=O)c2ccccc2c1=O)Nc1cccc(-c2nnc3n2CCCCC3)c1
 : 0.0	0	-0.4	-5
CC(NC(=O)CN(C)S(=O)(=O)c1ccc2nc(-c3ccccc3)[nH]c2c1)c1ccccc1 (centres undefined)
 : 0.0	2	-1.8	11
COc1cc(CNc2cccc(F)c2)cc([N+](=O)[O-])c1O
 : 0.8	3	-1.4	0
O=C(O)c1cc(N2C(=O)CCC2=O)ccc1NCc1cccnc1
 : 0.1	-5	0.8	-2
O=C(Cc1cccs1)N/N=C\c1cc(Br)ccc1O
 : 0.2	15	-2.5	1
CC1(C)Cc2noc(N)c2C(C)(C)N1OC(=O)c1scc2c1OCCO2
 : -0.1	4	0.0	-1
CSc1nnc(NC(=O)/C=C/c2cccc(F)c2)s1
 : -0.1	-7	-3.3	21
Nn1c(SCC(=O)Nc2cccc(Br)c2)nnc1-c1ccc(Cl)cc1
 : 0.1	7	-1.2	10
CC1CCc2cc(F)ccc2N1C(=O)Cc1ccccc1[N+](=O)[O-] (centres undefined)
 : 0.7	-7	-0.8	21
CCCC(CCC)=NNS(=O)(=O)c1ccccc1
 : 0.2	7	-1.4	5
O=C(N/N=C/c1ccc2c3c(cccc13)CC2)C1COc2ccccc2O1 (centres undefined)
 : 0.0	49*	-1.1	-23
CCOC(=O)CNc1nc(Nc2cccc(C(F)(F)F)c2)nc(N2CCCCC2)n1
 : 0.1	-2	1.6	4
O=C(NCc1cccnc1)c1cccc(C(F)(F)F)c1
 : 0.6	-11	0.1	2

# Next part.
# Each structure is followed by: FBW7 activator	TEAD-YAP block	GPR151 activ	MITF primary
Cc1occc1-c1nnc(SC(C(=O)NC(N)=O)C(C)C)n1Cc1ccccc1 (centres undefined)
 : -0.2	4	0.5	4
CCCCC1=NN(C(=O)c2ccccc2C)C(O)(C(F)(F)F)C1 (centres undefined)
 : -0.1	3	-0.9	13
CCSC1=C(C#N)C(c2ccccc2OC)CC(=O)N1 (centres undefined)
 : -0.1	3	2.3	6
CCn1c(C)c(/C=C/c2nc3ccccc3c(=O)n2CCCO)c2ccccc21
 : 0.1	1	1.3	4
COc1cccc(CN2CCC(C(=O)NCCc3ccccc3)CC2)c1
 : 0.5	6	-2.3	55*
Cc1ccc([N+](=O)[O-])cc1NC(=O)Cn1cnc2ccccc2c1=O
 : 0.0	0	0.6	-14
CC(C)C[C@H]1C(=O)N2CCN(S(=O)(=O)c3cccc4ccccc34)C[C@@H]2C(=O)N1C
 : 0.2	-1	0.6	19
O=C(COC(=O)c1ccc(Cl)cc1Cl)c1ccc(Br)cc1
 : 0.1	9	-1.7	14
